From PubChem
CCT chaperon mod = modulators of cytosolic chaperonin (CCT/TRiC) activity; 360,000 compounds, 0.3% hits; purified chaperonin ATPase assay, HTRF ADP detection, 30 min; activity change, % (test concentration not listed), hits read low; in the data active means activity change below about -30%; further: on the % scale 0 is the no-effect control and ±100 the full control effect
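Nucleotide hydrolysis assay: TRiC at 20–40 nM final (set by batch activity) with 10 uM ATP, 30 min at 37 °C, in presence of 76 uM compound. Detection by competitive ADP HTRF, 30 min ambient.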
PLK1 PBD block = PLK1 (human) polo-box domain binding inhibition; 360,000 compounds, 2.8% hits; Potency, µM, without a hit: max response, negative = inhibition, hits mostly inhibitors; Plk1 PBD binding of FITC phosphopeptide, fluorescence polarization; P53350; AID 720504; further: potency means the concentration at half of the fitted maximal effect; series mostly up to about 57 µM; on the % scale 0 is the no-effect control and ±100 the full control effect; nearly all actives have a fitted effect of over 65% in size
Target sequence (P53350 whole entry, looked up, the tested form may be a part): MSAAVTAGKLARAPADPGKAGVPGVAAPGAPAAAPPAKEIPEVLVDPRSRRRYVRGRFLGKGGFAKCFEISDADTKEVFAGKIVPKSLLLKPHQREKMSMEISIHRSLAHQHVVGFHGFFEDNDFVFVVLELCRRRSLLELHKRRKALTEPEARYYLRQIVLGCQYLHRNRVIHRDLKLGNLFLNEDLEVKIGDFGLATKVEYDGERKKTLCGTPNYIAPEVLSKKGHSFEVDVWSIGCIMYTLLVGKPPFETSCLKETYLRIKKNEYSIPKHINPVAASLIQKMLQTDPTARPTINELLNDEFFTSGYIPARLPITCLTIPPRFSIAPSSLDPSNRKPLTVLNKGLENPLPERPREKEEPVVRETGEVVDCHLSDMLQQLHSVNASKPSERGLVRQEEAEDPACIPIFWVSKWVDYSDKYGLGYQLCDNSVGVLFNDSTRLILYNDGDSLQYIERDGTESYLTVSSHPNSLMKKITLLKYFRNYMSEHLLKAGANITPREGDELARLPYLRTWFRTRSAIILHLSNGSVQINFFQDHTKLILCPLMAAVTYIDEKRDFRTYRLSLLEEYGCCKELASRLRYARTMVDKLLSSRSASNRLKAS
MmCpn inh = inhibitors of Methanococcus maripaludis chaperonin (MmCpn); purified Mm-Cpn ATPase, ADP Transcreener TR-FRET; Potency, µM (doses to about 76.9 µM), for the others: top-dose activity, negative = inhibition, most hits filed as inhibitors; 330,000 compounds, 0.031% hits; AID 504842; further: potency means the concentration at half of the fitted maximal effect; on the % scale 0 is the no-effect control and ±100 the full control effect; nearly all actives have a fitted effect of over 80% in size
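Purified archaeal Mm-CPN (25nM final) preincubated 10 min at 37degC with compound, then 10uM ATP for 30 min at 37degC; ADP measured by HTRF Transcreener TR-FRET; buffer 30 mM TRIS pH 7.4, 100mM KCl, 5mM MgCl2, 1mM DTT.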
WRN inhibitor = blocks human WRN helicase | Q14191 | WRN helicase unwinding, fluorescent forked duplex, kinetic | Potency, µM (highest dose often 114 µM), inactives show top-dose activity change, negative = inhibition, hits mostly inhibitors | 360,000 compounds, 0.46% hits; further: potency means the concentration at half of the fitted maximal effect; on the % scale 0 is the no-effect control and ±100 the full control effect; nearly all actives have a fitted effect of over 55% in size
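Kinetic fluorescence helicase assay: unwinding of a quenched forked DNA duplex (100 nM final) with 2 mM ATP final raises red fluorescence (525/598 nm). Compounds sat 15 min at room temperature with 20 nM WRN beforehand.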
EPAC2 antag = blocks human EPAC2 exchange factor; EPAC2 GEF exchange of Rap1B-BODIPY-GDP, fluorescence; Potency, µM (titrated, usually from 114 µM), for inactives: at the highest dose activity, negative = inhibition, actives largely listed as inhibitors; AID 720708; Q8WZA2; 360,000 compounds, 0.18% hits; further: potency means the concentration at half of the fitted maximal effect; on the % scale 0 is the no-effect control and ±100 the full control effect; nearly all actives have a fitted effect of over 45% in size; many of its hits are not listed in these tables
PI5P4Ka inh = PI5P4K alpha (human) kinase inhibition; max response, %; PI5P4Kalpha enzyme, ADP-Glo luminescence, 60 min; active compounds read low; 330,000 compounds, 1.2% hits; P48426; AID 652105; active means max response of -50% or lower; inconclusive means between -30% and -50%; inactive means -30% or higher; further: value at the top dose of about 77 µM; on the % scale 0 is the no-effect control and ±100 the full control effect
Target sequence (P48426 whole entry, looked up): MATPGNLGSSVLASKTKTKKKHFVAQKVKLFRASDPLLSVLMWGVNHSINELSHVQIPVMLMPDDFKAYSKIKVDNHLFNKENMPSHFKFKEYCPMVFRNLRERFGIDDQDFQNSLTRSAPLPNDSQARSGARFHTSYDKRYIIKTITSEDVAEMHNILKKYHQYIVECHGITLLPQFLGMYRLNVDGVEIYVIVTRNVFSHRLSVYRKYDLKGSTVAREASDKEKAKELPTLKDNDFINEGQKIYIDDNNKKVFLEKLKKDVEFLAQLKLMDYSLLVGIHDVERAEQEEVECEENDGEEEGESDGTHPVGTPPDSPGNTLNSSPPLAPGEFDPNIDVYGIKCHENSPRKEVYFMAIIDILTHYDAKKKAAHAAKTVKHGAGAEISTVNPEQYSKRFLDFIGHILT
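ADP-Glo luminescence end-point read after a 60 min room-temperature kinase reaction of PI5P4Kalpha plus substrate, initiated with ATP at 5 microM final. Buffer: 0.038 M HEPES pH 7.4, EGTA, 0.1% CHAPS, 5% DMSO.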
EPAC1 agonist = EPAC1 (human) agonism; AID 720707; 360,000 compounds, 0.073% hits; O95398; EPAC1 agonist qHTS, biochemical assay; response scale: 100% = response to 6.5 mM cAMP; Potency, µM (series often up to 154 µM), without a hit: at the highest dose activation, actives largely listed as activators; further: potency means the concentration at half of the fitted maximal effect; nearly all actives have a fitted effect of over 60% in size
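Nucleotide exchange by EPAC1 (100 nM) on Rap1B–BODIPY-GDP (250 nM) in the presence of 50 uM GDP is tracked fluorescently at 480/540 nm over 30 min. Signals are normalized to a 6.5 mM cAMP control.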
EPAC1 antagonist = antagonists of human EPAC1; O95398; EPAC1 GEF assay, Rap1b-BODIPY-GDP exchange fluorescence; Potency, µM (series often up to 115 µM), without a hit: at the top dose activity change, negative = inhibition, most hits filed as inhibitors; 360,000 compounds, 0.14% hits; AID 720709;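 further: potency means the concentration at half of the fitted maximal effect; plate controls were vehicle for no effect and positive control for full effect; nearly all actives have a fitted effect of over 50% in size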
Active calls of the source: *; ? = inconclusive; . = no result given; [ ] = dose if it differs, or a comment. Unless noted, the call rests on the fitted dose curve; in most records, active means well fitted curve in the direction sought with a large enough effect; inconclusive means small, poorly fitted or top-dose-only effect, or another doubt; inactive means no such curve, though single readings can be large; an effect the other way counts as inactive or inconclusive.

SMILES,CCT chaperon mod,PLK1 PBD block,MmCpn inh,WRN inhibitor,EPAC2 antag,PI5P4Ka inh,EPAC1 agonist,EPAC1 antagonist
COC(=O)C1(C)NC(c2cccs2)C2C(=O)N(c3ccc(F)cc3)C(=O)C21 (stereo not given),-0.1,-24%,0%,-4%,-3%,0,7%,4%
CC1CC(C)(C)NC(C)c2ccccc21 (stereo not given),2.2,-1%,-2%,-17%,5%,-7,4%,-14%
COCC(C)OC(=O)C(C#N)c1nc2ccccc2nc1N1CCN(Cc2ccccc2)CC1 (stereo not given),-0.3,0%,-2%,-12%,-6%,3,20%,1%
COC(=O)C1=C(C(=O)OC)[C@@H]2Nc3ccccc3[C@@]23C[C@@H](C(=O)OC)N(C(=O)c2cccs2)C3=N1,0.6,-1%,.,-5%,-2%,-18,5%,-9%
S=c1[nH]nc(-c2cnccn2)n1-c1ccccc1,-13,-3%,-2%,-3%,-2%,-11,-9%,4%
COc1ccc(-c2cc(C(F)(F)F)nc(N3CCN(C)CC3)n2)cc1OC,0.8,0%,1%,9%,3%,3,-11%,0%
CCOC(=O)c1cnc2c(c(C)nn2CC)c1NC1CC1,-0.9,-11%,4%,2%,-6%,-2,3%,6%
COC(=O)c1sccc1NC(=O)CSc1ccc(Cl)cc1,0.2,-3%,1%,-8%,-3%,.,14%,0%
CCCCCn1nc(C)c(/C=N/NC(=O)c2ccoc2C)c1C,2.6,0%,0%,-5%,6%,.,-4%,11%
O=S1(=O)Nc2c(ccc3cccnc23)-c2ccccc21,-2.5,-7%,-4%,-13%,13%,.,1%,9%
CN(CC(=O)Nc1cccc(F)c1)CC(=O)Nc1ccccc1Oc1ccccc1,1.5,-11%,-3%,-6%,-23%,-1,5%,?
CN(Cc1ccccc1)S(=O)(=O)CCNC(=O)c1ccc2c(c1)OCO2,-1.3,-2%,-2%,-2%,10%,5,-4%,11%
Cn1cnc(S(=O)(=O)NCc2cccs2)c1,0.9,-1%,1%,-10%,3%,-5,2%,5%
CCC(C)NC(=O)c1ccc(C2SCC(=O)N2Cc2ccccc2)cc1 (stereo not given),-3.2,-26%,-8%,1%[57.1 µM],-1%,-6,-7%,-15%
Cc1ccc(Oc2coc3cc(O)ccc3c2=O)cc1,-2.0,5%,0%,-2%,-1%,-8,2%,-14%
O=C(Nc1ccc(N2CCOCC2)cc1)c1c(F)cccc1Cl,-1.4,-1%,3%,-2%,10%,-10,-1%,2%
COc1ccccc1-n1c(N)c(C(=O)NCC2CCCO2)c2nc3ccccc3nc21 (stereo not given),-0.7,-3%,-2%,4%,3%,0,-1%,7%
COc1ccc(OC)c(C(=O)COC(=O)c2ccccc2O)c1,-0.7,0%,0%,-12%,-4%,2,15%,-16%
CCc1cccc(NC(=O)CSCc2cc(=O)[nH][nH]2)c1,-1.6,-10%,-2%,4%,15%,.,11%,-3%
CC(=O)N1CCOc2ccc(S(=O)(=O)NCc3ccc(F)cc3)cc21,-0.7,?,2%,-5%[11.6 µM],0%,?,-4%,-17%
COc1ccc(/C(N)=N/OC(=O)CCCN2C(=O)c3ccccc3C2=O)cc1OC,-2.2,24µM*,-8%,1%,-1%,-4,11%,-2%
CC(C)(C)NC(=O)COc1ccc(CNc2ccc3[nH]c(=O)[nH]c3c2)cc1,-0.2,-3%,0%,-33%,3%[57.1 µM],?,5%,4%
CC(=O)N1CCN(c2c(F)c(F)c(C(F)(F)F)c(F)c2F)CC1,-38*,-10%,0%,0%,-7%,10,1%,-18%
CC(C)Cc1ccc(CN2CCC(n3nccc3NC(=O)C3CCCC3)CC2)cc1,1.0,-4%,-4%,-2%,-8%,4,-9%,1%
CC(C)c1ccc2c(c1)C1(NN=C(c3ccccc3)S1)C(=O)N2 (stereo not given),-11,?,4%,?,-8%,-15,8%,-15%

In a second layout: results already given
Every second line gives: CCT chaperon mod	PLK1 PBD block	MmCpn inh	WRN inhibitor	EPAC2 antag	PI5P4Ka inh	EPAC1 agonist	EPAC1 antagonist
COC(=O)C1(C)NC(c2cccs2)C2C(=O)N(c3ccc(F)cc3)C(=O)C21 (stereo not given)
    -0.1	-24%	0%	-4%	-3%	0	7%	4%
CC1CC(C)(C)NC(C)c2ccccc21 (stereo not given)
    2.2	-1%	-2%	-17%	5%	-7	4%	-14%
COCC(C)OC(=O)C(C#N)c1nc2ccccc2nc1N1CCN(Cc2ccccc2)CC1 (stereo not given)
    -0.3	0%	-2%	-12%	-6%	3	20%	1%
COC(=O)C1=C(C(=O)OC)[C@@H]2Nc3ccccc3[C@@]23C[C@@H](C(=O)OC)N(C(=O)c2cccs2)C3=N1
    0.6	-1%	.	-5%	-2%	-18	5%	-9%
S=c1[nH]nc(-c2cnccn2)n1-c1ccccc1
    -13	-3%	-2%	-3%	-2%	-11	-9%	4%
COc1ccc(-c2cc(C(F)(F)F)nc(N3CCN(C)CC3)n2)cc1OC
    0.8	0%	1%	9%	3%	3	-11%	0%
CCOC(=O)c1cnc2c(c(C)nn2CC)c1NC1CC1
    -0.9	-11%	4%	2%	-6%	-2	3%	6%
COC(=O)c1sccc1NC(=O)CSc1ccc(Cl)cc1
    0.2	-3%	1%	-8%	-3%	.	14%	0%
CCCCCn1nc(C)c(/C=N/NC(=O)c2ccoc2C)c1C
    2.6	0%	0%	-5%	6%	.	-4%	11%
O=S1(=O)Nc2c(ccc3cccnc23)-c2ccccc21
    -2.5	-7%	-4%	-13%	13%	.	1%	9%
CN(CC(=O)Nc1cccc(F)c1)CC(=O)Nc1ccccc1Oc1ccccc1
    1.5	-11%	-3%	-6%	-23%	-1	5%	?
CN(Cc1ccccc1)S(=O)(=O)CCNC(=O)c1ccc2c(c1)OCO2
    -1.3	-2%	-2%	-2%	10%	5	-4%	11%

Later entries
SMILES,CCT chaperon mod,PLK1 PBD block,MmCpn inh,WRN inhibitor,EPAC2 antag,PI5P4Ka inh,EPAC1 agonist,EPAC1 antagonist
N#Cc1c(N)nc(SCC(=O)OCc2ccccc2)c(C#N)c1-c1ccco1,-0.1,-1%,-8%,-24%,-11%,-15,13%,-15%
CS(=O)(=O)N1c2cccc3cccc(c23)S1(=O)=O,1.8,-6%,-4%,8%,1%,1,-2%,14%
Cc1ccc(CNC(=O)c2ccc(N3CCC4(CC3)CC(c3ccccc3)=NO4)c(NC(=O)c3ccco3)c2)cc1,0.2,-3%,-7%,-8%,1%,-3,1%,-19%
CN(Cc1ccccc1)C1=CC(=[N+]2CCCCC2)CC(C)(C)C1,0.8,-1%,2%,5%,-7%,-1,9%,-3%
Nc1cccc(NC(=O)c2cccs2)c1,-0.8,-9%,1%,-4%,3%,-11,1%,-5%
CCCCCSc1nc(N2CCOCC2)c2c(c1C#N)CC(C)(C)OC2,-0.2,-12%,0%,0%,-3%,4,8%,16%
CCn1ncc([N+](=O)[O-])c1C(=O)Nc1cc(C)on1,-2.7,-8%,-2%,-13%,-5%,0,16%,-16%
O=C(NCc1ccc2c(c1)OCO2)C1CCC(CNS(=O)(=O)c2ccccc2)CC1 (stereo not given),0.5,1%,1%,-2%,8%[57.1 µM],-4,-4%,16%
COc1cc(/C=N/n2nnnc2N)ccc1OC(C)C,-1.4,-2%,1%,-5%,0%,1,7%,-2%
CC(C)C[C@H](NC(=O)C1CCN(S(=O)(=O)c2ccccc2)CC1)C(=O)NCc1cccnc1,0.7,-8%,0%,-2%,-1%,0,-4%,-4%
COc1ccc(-c2ccn(-c3cccc(F)n3)n2)cc1,-4.6,-14%,-2%,-5%,-15%,-5,6%,-8%
NS(=O)(=O)c1ccc(CCNC(=O)CNC(=O)Cc2ccccc2)cc1,-0.8,1%,0%,-5%,6%,3,-11%,?
O=S(=O)(c1cccc(-c2nnc(-c3ccc(Br)cc3)o2)c1)N1CCCCCC1,-58*,-12%,-3%,11%,12%,0,-14%,3%
CC1(C)CC(=O)C=C(c2ccc(-c3ccc(S(C)(=O)=O)cc3)cc2)C1=O,0.8,3%,.,3%,0%,-7,2%,-9%
O=S(=O)(c1cccc2cccnc12)N1CCN(Cc2ccccc2)CC1,-2.4,-14%,-4%,-30%,6%,-3,11%,7%
Cn1nnc(NC(=O)c2cccs2)n1,0.5,2%,-3%,5%,-3%,0,9%,10%
COc1ccc(/C=C/c2ccccc2)cc1[C@H]1[C@H]2C=CC[C@@H](C)[C@@H]2C(=O)N1Cc1ccccc1,0.5,0%,0%,1%,8%,-1,-2%,23%
CCCc1cc(C(=O)N2CCCC(C(=O)c3cc(C)c(OC)c(C)c3)C2)n(C)n1 (stereo not given),-2.6,-26%,-4%,-1%,-9%,-1,7%,14%
Cc1ccsc1C(=O)N1CC(=O)Nc2ccccc21,-3.3,-9%,0%,8%,-5%,-1,-5%,9%
O=C1CC(c2cccc(F)c2)C2=C(CCCC2=O)N1 (stereo not given),0.1,-4%,-1%,-7%,4%,-6,2%,1%
CCOc1cnn(Cc2ccccc2)c(=O)c1SCc1ccccc1,-0.6,-4%,-9%,-18%[57.1 µM],-5%,5,-10%,-26%
Cc1cccc(C)c1OCc1cc(C(=O)NCC2CCCCC2)no1,0.2,-10%,-2%,-4%,-1%,1,0%,1%
CC(=O)Nc1c(C(=O)N2CCOCC2)cnn1-c1ccc(C)c(C)c1,-2.2,-7%,1%,9%,12%,-1,-6%,2%
O=C(Cc1cccs1)NCc1ccc(Cl)cc1Cl,-4.0,-15%,0%,6%,-5%,-5,5%,1%
Cc1ccc(NC(=O)CN2C(=O)C3CC=CCC3C2=O)cc1S(=O)(=O)N1CCOCC1 (stereo not given),-0.2,3%,-2%,3%[57.1 µM],2%,-1,3%,-12%
CCn1c(=S)[nH]c2scc(-c3cccs3)c2c1=O,-0.5,-25%,?,-15%,-9%,-53*,0%,-11%
CC(=O)NC(CCS(C)(=O)=O)C(=O)Nc1ccc2c(c1)OCCO2 (stereo not given),-0.8,-5%,0%,-3%,-2%,.,3%,-13%

The list is partial; rates above refer to the full screens.
